# Screens: PubChem, National Center for Advancing Translational Sciences (NCATS)
# HCV inhibitor: blocks hepatitis C virus; Huh7.5.1 HCVcc-Cre infection, luciferase reporter, 44 h; Potency, µM (series often up to 41.8 µM), without a hit: top-dose activity change, negative = inhibition, usual class: inhibitors; 340,000 tested, 3.4% active; AID 651820; also: potency is read from the fitted curve at half-maximal effect; % is scaled to controls: 0 for no effect and ±100 for the full control effect
#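 Luciferase read-out (15 sec integration) after a 15 min room-temperature substrate step quantifies HCVcc-Cre infection. Cells, 1,000 per well, had compound added 4 h post-plating, then virus at ~0.5 moi, and were cultured 44 h.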
# CHX counter: counter-screen hit for Shiga toxin inhibitors, cycloheximide | 300,000 tested, 12% active | cell reporter, cycloheximide protein synthesis inhibition counterscreen | max response, % | AID 2314; in the data active = max response mostly above about 13%, no sharp cut-off; inactive = mostly below about 14%; also: read at 38.3 µM for the half of the compounds with a filed dose; 0% is about no effect
# Pf growth 48h: inhibits P. falciparum growth in the first generation, 48 h | P. falciparum luciferase growth in erythrocytes, 48 h | Potency, µM (titrated, usually from 28.7 µM), for the others: at the highest dose activity change, negative = inhibition, most hits filed as inhibitors | 310,000 tested, 5.9% active | AID 504832; also: potency is read from the fitted curve at half-maximal effect; % is scaled to controls: 0 for no effect and ±100 for the full control effect
#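 Growth was read as firefly luciferase luminescence after a 48 h, 37 C, 5% CO2 exposure of compounds to reporter-bearing P. falciparum cultures (0.1% parasitemia, 2% hematocrit final) in Albumax-supplemented RPMI 1640.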
# Shiga toxin inh: inhibitors of Shiga toxin in Vero cells; Vero cells, Shiga toxin protein synthesis inhibition reporter; inhibition, % at 38.7 µM; 290,000 tested, 9.2% active; in the data active = inhibition mostly above about 28%, no sharp cut-off; inactive = mostly below about 43%; also: 0% is about no effect
# FBPA Giardia inh: inhibitors of Giardia lamblia fructose-1,6-bisphosphate aldolase | purified Giardia FBPA | Potency, µM (titrated, usually from 59.6 µM), for the others: top-dose activity, negative = inhibition, usual class: inhibitors | 290,000 tested, 0.71% active; also: potency is read from the fitted curve at half-maximal effect; % is scaled to controls: 0 for no effect and ±100 for the full control effect; nearly all actives have a fitted effect of over 55% in size
# Target sequence (A8B2U2 whole entry, looked up): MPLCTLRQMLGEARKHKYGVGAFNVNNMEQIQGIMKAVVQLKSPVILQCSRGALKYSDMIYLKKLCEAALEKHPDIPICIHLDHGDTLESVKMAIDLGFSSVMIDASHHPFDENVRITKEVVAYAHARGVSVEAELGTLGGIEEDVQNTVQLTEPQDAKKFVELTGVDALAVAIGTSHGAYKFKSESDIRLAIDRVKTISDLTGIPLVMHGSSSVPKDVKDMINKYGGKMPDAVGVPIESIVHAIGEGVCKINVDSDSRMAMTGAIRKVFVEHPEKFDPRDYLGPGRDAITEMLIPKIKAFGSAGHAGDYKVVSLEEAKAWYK
#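 40 nM FBPA preincubated 10 min at RT with compound (up to 57.5 uM final), then substrate plus GAPDH/TPI/NAD/arsenate coupling and diaphorase/resazurin added. Fluorescence read after 20 min at RT, 525/598 nm.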
# Pf growth 96h: P. falciparum growth inhibition at 96 hour, primary screen for plastid delayed-death inhibitors; P. falciparum luciferase reporter growth, 96 h; Potency, µM (doses to about 28.7 µM), inactives show at the top dose activity change, negative = inhibition, most hits filed as inhibitors; 320,000 tested, 6.9% active; AID 504834; also: potency is read from the fitted curve at half-maximal effect; % is scaled to controls: 0 for no effect and ±100 for the full control effect
#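 Cell-based qHTS: luciferase-tagged P. falciparum in erythrocytes (2% hematocrit, 0.05% parasitemia final) incubated with compounds for 96 hours, 37 C, 5% CO2; luciferase detection reagent then added and luminescence measured.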
# Numbers without * were called inactive; i = inactive; ? = inconclusive; · = no result given; [ ] = remark or other dose. Unless noted, calls follow the shape of the dose curve; as a rule, active = well fitted curve in the direction sought with a large enough effect; inconclusive = small, poorly fitted or top-dose-only effect, or another doubt; inactive = no such curve, though single readings can be large; an effect the other way counts as inactive or inconclusive.
No. | Compound | HCV inhibitor | CHX counter | Pf growth 48h
1 | COC(=O)C1C(c2ccccc2)NC(=O)NC1(O)C(F)(F)Cl (stereo unspecified) | 6% | 8 | 11%
2 | O=S1(=O)CCN2C=Nc3sc4c(c3C2=N1)CCCC4 | 8% | -6 | 45%[activator]
3 | COc1cc2c(cc1OC)[C@@H]1O[C@](CCCCN3C(=O)c4ccccc4C3=O)(C2)Oc2cc(C)n(-c3ccccc3)c(=O)c21 | · | 2 | 1.1µM*
4 | COc1cc(CCC(=O)Nc2cnc3ccccc3c2)cc(OC)c1OC | -19% | 5 | ?
5 | C=CCOc1cccc(C2C(C(=O)c3ccc(C)o3)=C(O)C(=O)N2Cc2ccncc2)c1 (stereo unspecified) | 11% | -3 | 11%
6 | Cc1ccccc1NC(=S)NNC(=O)c1ccncc1 | 15% | -2 | -10%
7 | Cc1cc2cc(CN(Cc3cccs3)C(=S)NCC3CCCO3)c(=O)[nH]c2cc1C (stereo unspecified) | ? | -3 | ?
8 | Cc1c(O)ccc(/C=N/Nc2nc(-c3cccnc3)nc3ccccc23)c1O | 25µM* | 59* | ?
9 | Nc1nnnn1/N=C/c1cc([N+](=O)[O-])ccc1O | 16% | 1 | -20%
10 | CC(C)c1ccc(C2C(C#N)=C(N)Oc3c2oc(CO)cc3=O)cc1 (stereo unspecified) | 22% | 1 | ?
11 | COc1ccc(CC(=O)N2CCCc3ccccc32)cc1 | 16% | 54* | 38%[activator]
12 | NS(=O)(=O)c1ccc(NC(=O)CN2CCN(Cc3ccccc3)CC2)cc1 | 20% | -2 | -5%
13 | COc1nc(-c2ccccc2)c2cc(C)ccc2n1 | 1% | -2 | 18%
14 | COc1ccc(/C=C/C(=O)Nc2cc(S(=O)(=O)N3CCOCC3)ccc2N2CCCC2)cc1OC | 14% | -4 | ?
15 | CCCc1cc(=O)oc2cc(OCc3nn[nH]n3)ccc12 | 17% | -5 | 31%[activator]

No. | Shiga toxin inh | FBPA Giardia inh | Pf growth 96h
1 | 13 | -1% | 0%
2 | -13 | 0% | 42%[activator]
3 | i | 10%[12.9 µM] | ?
4 | -4 | -3% | -29%
5 | 2 | -10% | 189%[activator]
6 | 12 | 0% | 21%
7 | -3 | -3% | ?
8 | 49* | 0% | 10µM*
9 | 20 | -24% | -13%
10 | -7 | -11% | 36%[activator]
11 | 99* | 7% | ?
12 | -3 | 2% | ·
13 | -8 | 9% | 11%
14 | -10 | -2% | ?
15 | -10 | 1% | 32%[activator]

# Part of the list above in order of heavy-atom count, smallest number first.
No. | Compound | HCV inhibitor | CHX counter | Pf growth 48h
11 | COc1ccc(CC(=O)N2CCCc3ccccc32)cc1 | 16% | 54* | 38%[activator]
7 | Cc1cc2cc(CN(Cc3cccs3)C(=S)NCC3CCCO3)c(=O)[nH]c2cc1C (stereo unspecified) | ? | -3 | ?
3 | COc1cc2c(cc1OC)[C@@H]1O[C@](CCCCN3C(=O)c4ccccc4C3=O)(C2)Oc2cc(C)n(-c3ccccc3)c(=O)c21 | · | 2 | 1.1µM*

No. | Shiga toxin inh | FBPA Giardia inh | Pf growth 96h
11 | 99* | 7% | ?
7 | -3 | -3% | ?
3 | i | 10%[12.9 µM] | ?

# The listing picks up with the 5 entries that preceded the break.
No. | Compound | HCV inhibitor | CHX counter | Pf growth 48h
11 | COc1ccc(CC(=O)N2CCCc3ccccc32)cc1 | 16% | 54* | 38%[activator]
12 | NS(=O)(=O)c1ccc(NC(=O)CN2CCN(Cc3ccccc3)CC2)cc1 | 20% | -2 | -5%
13 | COc1nc(-c2ccccc2)c2cc(C)ccc2n1 | 1% | -2 | 18%
14 | COc1ccc(/C=C/C(=O)Nc2cc(S(=O)(=O)N3CCOCC3)ccc2N2CCCC2)cc1OC | 14% | -4 | ?
15 | CCCc1cc(=O)oc2cc(OCc3nn[nH]n3)ccc12 | 17% | -5 | 31%[activator]
16 | COc1ccc(N2CC(C(=O)NCCC3=CCCCC3)CC2=O)c(OC)c1 (stereo unspecified) | ? | · | -1%
17 | COc1ccc(/C=N/NC(=O)c2c(Br)cnn2C)c2ccccc12 | ? | 0 | -14%
18 | O=C(Nc1cccc(C(F)(F)F)c1)C(Sc1ncnc2ccccc12)c1ccccc1 (stereo unspecified) | 10% | -5 | 7.4µM*
19 | O=C(N/N=C/C(Cl)=C/c1ccccc1)c1ccncc1 | 6% | 14 | ?
20 | CCOC(=O)CSc1nc2cc(C(=O)NCc3ccco3)ccc2c(=O)n1-c1ccc(F)cc1 | 13% | 4 | 6%
21 | CCn1c(CC(C)C)n[nH]c1=S | 0% | 1 | 38%[activator]
22 | CC(NC(=O)CCNS(=O)(=O)c1ccc2c(c1)c(=O)n(C)c(=O)n2C)c1ccccc1 (stereo unspecified) | 11% | 1 | -10%
23 | COc1ccc(CCNC(=O)CN(c2ccc(OC)c(OC)c2)S(C)(=O)=O)cc1 | 3% | -8 | -10%
24 | COC(=O)c1nn(-c2cccc(C)c2)c2nnc(Cc3ccccc3)c(=O)n12 | -8% | 1 | -3%
25 | Cc1ccc(C2C(C#N)=C(N)N(N(C)C)C3=C2C(=O)CCC3)cc1 (stereo unspecified) | 6% | -4 | -9%
26 | Cc1cccc(C(=O)NCCCn2ccnc2)c1C | 9% | 5 | -7%
27 | O=C(c1cc(-c2ccco2)nc2ccccc12)N1CCCC(C(F)(F)F)C1 (stereo unspecified) | -5% | · | ?
28 | Cc1ccccc1OCC(=O)N/N=C/c1cc2ccccc2nc1Cl | ? | -2 | 0%
29 | CCOC(=O)C1=C(C)N=C(SC)N(C)C1c1ccccc1 (stereo unspecified) | 15% | 0 | ?
30 | O=C(COC(=O)c1ccccc1O)Nc1ccc(OC(F)F)cc1 | -6% | 22* | 40%[activator]

No. | Shiga toxin inh | FBPA Giardia inh | Pf growth 96h
11 | 99* | 7% | ?
12 | -3 | 2% | ·
13 | -8 | 9% | 11%
14 | -10 | -2% | ?
15 | -10 | 1% | 32%[activator]
16 | · | · | 15%
17 | 7 | 14% | -22%
18 | -14 | 15% | ?
19 | 3 | 0% | ?
20 | -2 | 16% | ?
21 | -13 | -24% | 28%
22 | -6 | 3% | -6%
23 | -19 | 1% | 11%
24 | -4 | 1% | -4%
25 | -9 | -17% | -11%
26 | 25 | -5% | 18%
27 | · | · | ?
28 | -9 | 13% | ?
29 | 11 | 1% | ?
30 | 56* | 2% | 9.3µM*

# Additional records:
No. | Compound | HCV inhibitor | CHX counter | Pf growth 48h
31 | COc1ccc(CCn2c(=O)[nH]c3cc(C(=O)NCCc4ccccc4)ccc3c2=O)cc1OC | · | 25* | 43%[activator]
32 | CC(=O)CCc1c(C)c2cc(C)ccc2[nH]c1=O | -5% | 33* | 6%
33 | CCOC(=O)c1cc(-c2ccccc2)sc1NC(=O)COC(=O)c1ccc(Cl)c(S(N)(=O)=O)c1 | ? | -2 | 32%
34 | Cc1noc(C)c1C(=O)Nc1cccnc1 | 3% | -1 | 14%
35 | Cn1nnc(NC(=O)c2ccccc2F)n1 | 17% | -3 | 24%
36 | NS(=O)(=O)c1ccc(CCNC(=O)c2ccc3nc4ccc(Cl)cc4c(=O)n3c2)cc1 | ? | 21 | 12µM*
37 | O=C(Nc1cccc([N+](=O)[O-])c1)c1ccc2snnc2c1 | 9% | -4 | -6%
38 | CS(=O)(=O)Nc1ccc(-c2cn3c(n2)SCC3)cc1 | 10% | 15 | 44%[activator]
39 | CCn1c(CC(=O)Nc2ccc(Cl)c(Cl)c2)nnc1SCc1ccc(C)cc1 | -10% | 5 | 35%[activator]
40 | CCOC(=O)c1cnc(-n2nc(C)cc2C)nc1Oc1ccc(C(=O)OC)cc1 | -15% | 4 | ?
41 | Cc1c(Br)cnn1C(C)C(=O)N1CCN(c2ccc(F)cc2)CC1 (stereo unspecified) | 0% | · | ?
42 | C/C=C/C(=O)N1c2ccc(C)cc2C(C)=CC1(C)C | -2% | -3 | 90%[activator]
43 | C=CCn1c(O)c(C(C)=NCCc2ccccc2)c(=O)[nH]c1=O | 19% | 10 | 5%
44 | CC(C)CCNC(=O)CNC(=O)[C@@H](C)NC(=O)[C@@H](N)Cc1ccc(O)cc1 | · | -4 | ·
45 | Cc1nnc(SCC(=O)Nc2nonc2C)s1 | 19% | 1 | 23%

No. | Shiga toxin inh | FBPA Giardia inh | Pf growth 96h
31 | 25* | 9% | 38%[activator]
32 | 48 | 5% | -23%
33 | -30 | -1% | ?
34 | -10 | -5% | ·
35 | 2 | 5% | -9%
36 | -2 | 1% | 6%
37 | -6 | 0% | -2%
38 | 33 | -16% | 35%[activator]
39 | -6 | -4% | ?
40 | -3 | -28% | -29%
41 | · | · | ?
42 | 10 | 12% | 40%[activator]
43 | -6 | 3% | ·
44 | -8 | 2% | ·
45 | -5 | 2% | -16%

# Values in list order from above.
# Compounds 34 to 44 in CHX counter read -1, -3, 21, -4, 15, 5, 4, ·, -3, 10, -4

# Record cards (already shown). Order of screens: HCV inhibitor, CHX counter, Pf growth 48h, Shiga toxin inh, FBPA Giardia inh, Pf growth 96h
# Profile of COc1ccc(CCn2c(=O)[nH]c3cc(C(=O)NCCc4ccccc4)ccc3c2=O)cc1OC → ·, 25*, 43%[activator], 25*, 9%, 38%[activator]
# Profile of Cc1nnc(SCC(=O)Nc2nonc2C)s1 → 19%, 1, 23%, -5, 2%, -16%

# New compounds follow
No. | Compound | HCV inhibitor | CHX counter | Pf growth 48h
46 | COCCNC(=O)c1ccc2nc(Cc3ccc(OC)c(OC)c3)oc2c1 | -6% | 32* | 4%
47 | COc1ccccc1OCC(=O)N1CCN(C(=O)c2ccco2)CC1 | 24% | 16 | 15%
48 | COC(=O)C(C)NC(=O)CNS(=O)(=O)c1ccc(F)cc1 (stereo unspecified) | 1% | 0 | ?
49 | O=C(CSc1ccc(Cl)cc1)NC(=O)NC1CCCC1 | -17% | · | -2%
50 | Nc1ccc(-c2nnnn2-c2ccc(N)cc2)cc1 | -1% | -2 | 3%
51 | O=C(CSc1nccc(-c2cccs2)n1)Nc1ccc(F)c(Cl)c1 | ? | 3 | ?
52 | CC(Sc1nc2ccccc2[nH]1)C(=O)O (stereo unspecified) | -1% | -3 | ·
53 | CC(NC(=O)Cn1nc(C(=O)O)c2ccccc2c1=O)c1ccccc1 (stereo unspecified) | -1% | -2 | 10%
54 | COC(=O)c1ccc(NS(=O)(=O)c2ccc3c(c2)n(C)c(=O)n3C)cc1 | 6% | 2 | 0%
55 | Oc1c(CN2CCCCC2)cc(Br)c2cccnc12 | ? | -2 | 2.6µM*
56 | Cc1ccc(S(=O)(=O)N2CCN(C(=O)COC(=O)CCOc3cc(C)ccc3C)CC2)cc1 | -4% | · | 36%[activator]
57 | CCN(CC)CCOc1nnc(-c2ccc(C)cc2)c2ccccc12 | ? | 1 | ·
58 | Cc1cc(C)n(CC(=O)N2CCCC(N3CCN(c4ccc(F)cc4)CC3)C2)n1 (stereo unspecified) | -2% | 4 | -14%
59 | CCn1c(=S)[nH]c2sc3c(c2c1=O)CCCC3 | 19% | -1 | ?
60 | C[C@]12CC[C@H](O)C[C@H]1CC[C@@H]1C2CC[C@]2(C)[C@@H](C3=CC(=O)OC3)[C@@H](O)C[C@]12O (stereo partly specified) | ? | · | 37%[activator]

No. | Shiga toxin inh | FBPA Giardia inh | Pf growth 96h
46 | 31* | 13% | -27%
47 | 14 | · | ?
48 | 16 | 4% | -1%
49 | · | · | -2%
50 | · | -11% | 7%
51 | 12 | 1% | ?
52 | -15 | -9% | -23%
53 | -1 | 3% | 4%
54 | -3 | -8% | 0%
55 | -8 | ? | ?
56 | · | · | 5%
57 | -14 | 5% | ?
58 | -22 | · | -8%
59 | 11 | 25% | 7%
60 | · | · | 55%[activator]
